Source: PubChem BioAssay (several laboratories)
RAM network inh: inhibitors of the yeast RAM network, primary screen, dse1pr::URA3 reporter, 5-FOA selection | S. cerevisiae dse1pr::URA3 reporter, 5-FOA growth OD615, 2 d; analog-sensitive cbk1-as2 kinase mutant strain | inhibition, % at 50 µM | 190,000 compounds, 1.8% hits | AID 868, 2007;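 active means inhibition above a set limit, 3 SD over mean compound inhibition, cut at about 8.4% in these data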;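 further: 0% = DMSO-only wells with no growth and 100% = 10 µM 1-NA-PP1 full growth; inhibition rescues growth on 5-FOA so higher OD means more RAM inhibition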
bIAP inh: bovine intestinal alkaline phosphatase inhibitors, primary screen, selectivity assay for TNAP inhibitor project, biochemical, bovine IAP, CDP-star luminescence | purified bovine IAP, 30 min | inhibition, % at 20 µM | 190,000 tested, under 10 active | AID 1019, 2008;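 active means over 50% inhibition of intestinal alkaline phosphatase at 20 µM in the single-dose screen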
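Assay system – bovine IAP enzyme · Quantity – bovine IAP at 1/65,000,000 final dilution · Detection – CDP-star luminescence signal · Times – 30 min reaction at room temperature · Also added – CDP-star substrate at 30 µM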
L major viab: Leishmania major promastigote growth inhibition, primary screen | 200,000 compounds, 9% hits | Leishmania major promastigotes, resazurin fluorescence viability | inhibition, % at 10 µM; in the data active means inhibition above about 50%;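 further: promastigotes grown with compound for 44 hours at 28 °C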
TNAP inh hi DEA: human TNAP enzyme inhibitors, primary screen, biochemical, luminescent, high phosphate acceptor level, uHTS; Alkaline phosphatase, tissue-nonspecific isozyme (Homo sapiens), P05186; purified TNAP, CDP-star luminescence, 1 M DEA; inhibition, % at 20 µM; 200,000 compounds, 0.03% hits;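 active means over 50% inhibition of tissue-nonspecific alkaline phosphatase at 20 µM in the single-dose screen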;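 further: plate controls were DMSO wells for no effect and EDTA-quenched wells as full inhibition for full effect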
Target sequence (P05186 whole entry, looked up): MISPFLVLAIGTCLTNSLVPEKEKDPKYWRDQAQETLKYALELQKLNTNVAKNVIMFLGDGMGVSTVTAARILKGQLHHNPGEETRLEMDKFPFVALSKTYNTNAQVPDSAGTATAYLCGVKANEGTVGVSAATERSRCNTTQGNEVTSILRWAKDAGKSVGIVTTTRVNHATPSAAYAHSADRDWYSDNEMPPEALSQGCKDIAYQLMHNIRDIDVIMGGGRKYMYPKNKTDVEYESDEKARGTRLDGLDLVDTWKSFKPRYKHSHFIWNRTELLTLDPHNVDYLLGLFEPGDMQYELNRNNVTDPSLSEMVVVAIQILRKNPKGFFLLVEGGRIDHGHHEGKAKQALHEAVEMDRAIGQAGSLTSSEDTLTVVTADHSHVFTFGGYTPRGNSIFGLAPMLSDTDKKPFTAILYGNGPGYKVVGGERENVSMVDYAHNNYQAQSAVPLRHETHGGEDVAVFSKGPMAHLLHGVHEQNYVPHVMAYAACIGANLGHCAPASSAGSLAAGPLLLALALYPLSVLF
TNAP act hiacc: TNAP activators at high phosphate acceptor level, primary screen, biochemical, luminescence, uHTS; Alkaline phosphatase, tissue-nonspecific isozyme (Homo sapiens), P05186; purified TNAP, CDP-star luminescence, 1 M DEA, 30 min; stronger effect = higher value; 0 = EDTA background, 1 = DMSO-only activity; activation factor at 20 µM; 200,000 tested, under 10 active; AID 1136, 2008;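 active means activation factor at least 2 at 20 µM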
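Measured by: Luminescent substrate turnover signal | Test system: Human TNAP | Input: TNAP 1/800 final | Dosing: 20 µM single point | Schedule: 30 min, room temperature | Controls: EDTA wells as negative control, DMSO wells as positive control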
FLuc act counter: FLuc activators, initial screening, artefact control for FLuc-dependent activation tests, biochemical, ATPlite luminescence; ATPlite luciferase biochemical, 10 min; 0 = ATP-free wells, 1 = DMSO control; activation factor at 10 µM; Luciferin 4-monooxygenase (Photinus pyralis), P08659; AID 1027, 2008; 200,000 tested, under 10 active;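 active means luciferase activation factor, scaled between plate controls, of at least 2 with compound at 10 µM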
Target sequence (P08659 whole entry, looked up): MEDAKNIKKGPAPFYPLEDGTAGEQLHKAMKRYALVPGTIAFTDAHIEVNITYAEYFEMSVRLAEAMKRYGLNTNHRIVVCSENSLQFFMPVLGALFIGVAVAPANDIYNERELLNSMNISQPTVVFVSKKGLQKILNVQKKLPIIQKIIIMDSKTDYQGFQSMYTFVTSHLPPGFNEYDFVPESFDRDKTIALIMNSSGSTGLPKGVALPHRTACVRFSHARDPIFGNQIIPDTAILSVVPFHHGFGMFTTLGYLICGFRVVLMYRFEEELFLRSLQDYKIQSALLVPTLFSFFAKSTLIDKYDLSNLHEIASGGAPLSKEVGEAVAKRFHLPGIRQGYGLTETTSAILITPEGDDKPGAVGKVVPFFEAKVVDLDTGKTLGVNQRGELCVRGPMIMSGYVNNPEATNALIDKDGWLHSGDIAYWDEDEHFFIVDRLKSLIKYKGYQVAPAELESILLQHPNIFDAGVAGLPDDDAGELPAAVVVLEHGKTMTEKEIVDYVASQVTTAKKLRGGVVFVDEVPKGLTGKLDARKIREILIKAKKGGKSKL
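System: luciferase plus luciferin reagent, cell-free; medium: PBS as buffer for the ATP substrate; dosing: test compounds dosed from 2 mM stocks in 100% DMSO; timing: 10 min post-reagent at room temperature; measured by: luminescence measurement of luciferase light output; evaluation: luciferase activation, seen as luminescence increase over controls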
FLuc inh counter: firefly luciferase enzyme inhibitors, primary screen, artefact control for luciferase-based inhibitor screens, biochemical, luminescence, ATPLite; Luciferin 4-monooxygenase (Photinus pyralis), P08659; 10 min; inhibition, % at 10 µM; 200,000 compounds, 1.5% hits; AID 1006, 2008;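 active means inhibition above about 50% when tested at 10 µM, limit read from the data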
APP transl inh: inhibitors of APP translation via 5'UTR reporter, primary screen, APP 5'UTR luciferase, SH-SY5Y cells | SH-SY5Y APP 5'UTR-luciferase reporter, luminescence | 190,000 compounds, 0.82% hits | inhibition, % at 2 µM;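 active means inhibition above a set limit, derived from the sample mean plus 3 SD, cut at about 45% in these data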; further: values of inactives mirror those of a sister screen read the other way
bIAP act: bovine intestinal alkaline phosphatase activators, primary screen, biochemical, bovine IAP, CDP-star luminescence; alkaline phosphatase, intestinal [Bos taurus]; 200,000 compounds, 0.17% hits; activation factor at 20 µM; purified bovine IAP, 30 min; stronger effect = higher value; fold of DMSO-control signal, blank-subtracted;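 active means activation factor of 2 or more at 20 µM, a signal rise over negative controls twice the positive control's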
TNAP inh noacc: human TNAP enzyme inhibitors, primary screen, biochemical, luminescent, no phosphate acceptor, uHTS | inhibition, % at 20 µM | Alkaline phosphatase, tissue-nonspecific isozyme (Homo sapiens), P05186 | 200,000 compounds, 0.26% hits | purified TNAP, CDP-star luminescence, 30 min | AID 1012, 2008;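 active means tissue-nonspecific alkaline phosphatase inhibition above about 50% at 20 µM in the single-dose screen, limit read from the data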;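 further: 0% = DMSO negative control and 100% = EDTA positive control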
Numbers without * were called inactive.

SMILES	RAM network inh	bIAP inh	L major viab	TNAP inh hi DEA	TNAP act hiacc	FLuc act counter	FLuc inh counter	APP transl inh	bIAP act	TNAP inh noacc
CC(=O)Nc1ccc2nc(NC(=O)c3cccnc3)sc2c1	1.7	5	0	-8	1.1	0.8	16	-32	0.9	-12
CSc1nc(C)c(Cl)c(C)c1C#N	2.1	5	23	-4	1	1	-4	-1	1	-12
CCCCCCCCSc1nnc(CSc2nc3nc(C)cc(C)n3n2)o1	4.6	2	67*	-6	1.1	1.1	-8	-3	1	-12
O=C(Nc1ccc(Br)cc1)N1CCCCC1	0.3	-6	-6	-6	1.1	0.8	16	-12	1.1	-16
O=C(OCC(=O)N1CCN(C(=O)c2ccco2)CC1)c1cc(-c2ccccc2)nc2ccccc12	0.9	-8	22	-3	1	1	2	16	1.1	7
CCN(CC)CCCn1c(=S)[nH]c2cc(Cl)ccc2c1=O	0.5	14	25	-4	1	1.1	-9	10	0.9	4
COCCCN(C(=O)c1cc2c(s1)CCC2)c1c(N)n(Cc2ccccc2)c(=O)[nH]c1=O	-0.2	-12	12	-1	1	1	0	-5	1.1	-4
CCC(=O)NC(=S)Nc1ccc(NC(=O)c2ccc([N+](=O)[O-])cc2)cc1	3.1	-3	3	1	1	1	-4	-14	1	-10
N#CCCN(Cc1cccnc1)C(=S)NCc1ccco1	1.6	-9	1	-4	1	1	0	20	1.1	-13
Cc1ccc(Nc2c(-c3ccc(N4CCOCC4)cc3)nc3ncccn23)c(C)c1	0.0	14	20	-1	1	0.9	11	-5	0.9	-4
CC(C)(C)OC(=O)NCc1nc(N)n[nH]1	0.1	7	-5	1	1	1.1	-7	-6	0.9	3
CCN(CC)S(=O)(=O)c1ccc(NC(=O)COC(=O)c2ccc(Br)o2)cc1	47*	15	-7	-4	1	1	-3	-11	0.9	-11
CC1CCN(S(=O)(=O)c2ccc3[nH]cc(C(=O)NCCN4CCOCC4)c(=O)c3c2)CC1	-0.2	-8	-3	-5	1.1	1	-1	-13	1.1	-8
COC(=O)CC1NCCc2cc(OC)c(OC)cc21 (stereo not given)	0.7	-3	-8	-6	1.1	1	-5	3	1	-16
Fc1ccccc1/C=N/Nc1ncnc2nc[nH]c12	0.1	10	52*	3	1	0.9	12	-45	0.9	-108
CCn1c(SCC(=O)NNC(=O)c2ccccc2)nnc1-c1ccco1	0.5	-55	-9	-2	1	1	-4	9	1.6	-41
Cc1ccc(S(=O)(=O)Oc2ccc(C3C4=C(CCCC4=O)N(CCC(=O)O)C4=C3C(=O)CCC4)cc2Cl)cc1	8.9*	4	-9	-4	1	1.1	-5	-4	1	-14
Cc1[nH]nc(-c2ccc(OCc3cnn(-c4ccccc4)c3)cc2O)c1Oc1ccccc1F	2.8	-7	-2	-8	1.1	1	-2	-20	1.1	-14
O=C(Nc1ccccc1)N1CCC(=S)Nc2ccccc21	0.4	34	-4	-1	1	1.1	-5	-5	0.7	-7
Cc1c(/C(O)=C2\C(=O)C(=O)N(CCN(C)C)C2c2cccs2)cnn1-c1ccccc1 (stereo not given)	0.8	11	-3	4	1	1	-2	-56	0.9	0
O=C(Nn1nnnc1Nc1ccccc1)C12CC3CC(CC(C3)C1)C2	1.6	9	-9	-5	1.1	1	-5	11	0.9	-11
O=C(NCc1ccco1)c1ccc(Cn2c(=O)c3ccccc3n(Cc3ccc(Cl)cc3)c2=O)cc1	5.2	4	42	-5	1.1	1.1	-9	22	1	-1
CCn1c(-c2sc(-c3ccccc3)nc2C)n[nH]c1=S	2.4	1	-5	8	0.9	1.1	-5	6	1	-33
NC(=O)[C@@H]1CCCCNc2c(I)cc([N+](=O)[O-])cc2C(=O)N[C@@H](CCC(=O)O)C(=O)N[C@@H](CO)C(=O)N1	1.5	20	-4	2	1	1.1	-6	-4	0.8	-4
CCOC(=O)C1C(=O)NC(N2CCCCC2)=NC1C(C)C (stereo not given)	2.0	1	-8	-4	1	1.1	-6	-10	1	-12
COc1ccc(C(=O)CSc2nnnn2Cc2ccccc2)cc1	0.4	17	-8	2	1	1	0	6	0.8	-4
O=C(CCCN1C(=O)c2ccccc2C1=O)NCc1ccco1	-0.4	-9	-4	-2	1	1.1	-9	6	1.1	-12
Cc1ccc(S(=O)(=O)N2CCOCC2)cc1C(=O)NCc1ccco1	1.3	0	-7	-6	1.1	1	-2	-5	1	-15
COc1cc(/C=C/C(=O)Nc2cc(C(F)(F)F)ccc2Cl)cc(OC)c1OC	2.7	3	67*	2	1	1	-1	-2	1	-2
Cc1ccc(/C(O)=C2\C(=O)C(=O)N(c3cc(C)on3)C2c2cccc(Cl)c2)cc1 (stereo not given)	7.8	-7	-1	-4	1	1	-5	-8	1.1	-9
CCOC(=O)Cc1nnc(NC(=O)C(CC)Sc2nc(C)cc(C)n2)s1 (stereo not given)	-1.7	6	-5	-5	1.1	1.1	-8	-5	0.9	-10
Cc1ccc(S(=O)(=O)NCc2nc3ccccc3c(=O)n2N)cc1	1.0	2	4	-3	1	1	2	16	1	-3
S=C(NCCc1ccccc1)NCc1cccs1	-0.4	-1	79*	0	1	1	3	-31	1	-4
CC1CCN(S(=O)(=O)c2cccc(C(=O)Nc3nccs3)c2)CC1	5.9	12	-5	-2	1	1.1	-7	-5	0.9	-7
CCn1c(CNc2cccc(Cl)c2)nnc1SCC(=O)OC1CCCCC1	0.8	-23	-6	-4	1	1	0	-17	1.2	-6
Cc1ccc(NC(=O)C2CCN(c3nc(C)cc(C)n3)CC2)cc1	-1.4	-7	1	-2	1	1.1	-7	11	1.1	-2
Cc1cccc(N2C(=O)C(O)=C(C(=O)c3cccs3)C2c2ccc(F)cc2)n1 (stereo not given)	4.0	-8	-8	-6	1.1	1	-5	-19	1.1	-14
CC(=O)Nc1ccc(S(=O)(=O)NC(C)C(=O)OCC(=O)NC2CCCC2)cc1 (stereo not given)	2.4	5	-3	3	1	1	-1	2	1	-13
COc1ccc(CCNC(=O)c2nnn(CC(=O)Nc3ccccc3)c2N)cc1OC	0.8	2	-7	-2	1	1	-4	5	1	-10
CCn1c(SCC(=O)Nc2ccccc2)nnc1C1CCCCC1	-0.4	-8	6	-7	1.1	1	-3	12	1.1	-6

Part of the list above, showing only FLuc act counter, TNAP inh noacc and TNAP inh hi DEA:
| SMILES | FLuc act counter | TNAP inh noacc | TNAP inh hi DEA |
| --- | --- | --- | --- |
| CCOC(=O)C1C(=O)NC(N2CCCCC2)=NC1C(C)C (stereo not given) | 1.1 | -12 | -4 |
| COc1ccc(C(=O)CSc2nnnn2Cc2ccccc2)cc1 | 1 | -4 | 2 |
| O=C(CCCN1C(=O)c2ccccc2C1=O)NCc1ccco1 | 1.1 | -12 | -2 |
| Cc1ccc(S(=O)(=O)N2CCOCC2)cc1C(=O)NCc1ccco1 | 1 | -15 | -6 |
| COc1cc(/C=C/C(=O)Nc2cc(C(F)(F)F)ccc2Cl)cc(OC)c1OC | 1 | -2 | 2 |

Marked active in RAM network inh, among the entries above:
mol,RAM network inh,bIAP inh,TNAP inh hi DEA,TNAP act hiacc,APP transl inh,bIAP act,TNAP inh noacc
CCN(CC)S(=O)(=O)c1ccc(NC(=O)COC(=O)c2ccc(Br)o2)cc1,47*,15,-4,1,-11,0.9,-11
Cc1ccc(S(=O)(=O)Oc2ccc(C3C4=C(CCCC4=O)N(CCC(=O)O)C4=C3C(=O)CCC4)cc2Cl)cc1,8.9*,4,-4,1,-4,1,-14

Taken from above (2 entries):
SMILES	RAM network inh	bIAP inh	L major viab	TNAP inh hi DEA	TNAP act hiacc	FLuc act counter	FLuc inh counter	APP transl inh	bIAP act	TNAP inh noacc
O=C(Nn1nnnc1Nc1ccccc1)C12CC3CC(CC(C3)C1)C2	1.6	9	-9	-5	1.1	1	-5	11	0.9	-11
O=C(NCc1ccco1)c1ccc(Cn2c(=O)c3ccccc3n(Cc3ccc(Cl)cc3)c2=O)cc1	5.2	4	42	-5	1.1	1.1	-9	22	1	-1

Next part:
SMILES	RAM network inh	bIAP inh	L major viab	TNAP inh hi DEA	TNAP act hiacc	FLuc act counter	FLuc inh counter	APP transl inh	bIAP act	TNAP inh noacc
COc1ccc(C(=O)NCCCn2ccnc2)cc1	1.0	6	0	-3	1	1	2	11	0.9	-12
N#CCCN(C(=O)Nc1ccc(Cl)cc1)c1ccccc1	4.5	8	2	-4	1	1	-5	-6	0.9	-11
O=C(Cn1nc(-c2cccc(Cl)c2)ccc1=O)Nc1ccccc1Br	4.6	1	9	-3	1	1	-1	6	1	-3
COC(=O)/C(=N/Nc1ccccc1C)N1CCCc2ccccc21	4.8	0	7	0	1	1.1	-8	26	1	-14
Cc1nc(NS(=O)(=O)c2ccc(Br)cc2)c2c3c(sc2n1)CCC3	3.5	-9	-4	0	1	1	-3	11	1.1	-7
CN=C1SC(CC(=O)Nc2cccc(Cl)c2Cl)C(=O)N1C (stereo not given)	0.9	6	-2	-5	1.1	1	-4	4	0.9	-10
CS(=O)(=O)N1CCc2cc(C(=O)N3CCCCC3)ccc21	-0.2	11	-5	2	1	1	5	10	0.9	-3
COc1cccc(C(=O)N2N=C(c3ccccc3)CC2(O)C(F)(F)F)c1 (stereo not given)	3.3	18	49	-6	1.1	1	-4	-4	0.8	-6
CCOC(=O)CSc1nnc(-c2nnc(SCC(=O)OCC)n2CC)n1CC	0.1	5	-6	-4	1	1	-4	-8	1	-8
c1ccc(-c2cc3ccccc3nc2N2CCCC2)cc1	-0.9	20	0	1	1	1	-2	-3	0.8	-2
CC(=O)c1ccc(N2CCN(C(=O)Nc3ccc(Cl)cc3)CC2)cc1	3.1	2	14	2	1	0.9	5	11	1	-6
O=C(O)c1cccc(S(=O)(=O)N2Cc3ccccc3C2)c1	1.7	10	-5	-5	1	1.1	-10	-5	0.9	-14
O=C1CN(c2ccccc2Cl)C(=O)CN1c1ccccc1Cl	-0.1	2	1	-4	1	1.2	-16	4	1	-6
O=C(Nc1ccccc1C(=O)Nc1ccc2c(c1)OCO2)c1cccs1	2.0	24	0	5	1	0.9	5	-7	0.8	-14
C(/CCc1ccccc1)=N\Nc1nc2ccccc2[nH]1	0.9	15	67*	-4	1	0.2	84*	-33	0.8	-20
